UHRF1 binding: blocks human UHRF1 binding to methylated DNA; inhibition, % at 4.4 µM; UHRF1 binding to methylated oligo, TR-FRET; 0.75% of 370,000 active; Q96T88; in the data active = inhibition above about 21%;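 note: UHRF1 SRA domain binding a hemimethylated CpG hairpin DNA probe; 0% = median of test compound wells and 100% = reference inhibitor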
Tn7 DDE FP: disrupts Tn7 cyclic peptide binding to fibrin D-Dimer-E complex; FP displacement of FITC-Tn7 peptide from fibrin DD(E); 0% = median of compound wells per plate; 0.13% of 370,000 active; inhibition, % at 8.3 µM;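 active = inhibition above the mean of compounds falling within the control limits plus 3 SD of them, cut at about 14% in these data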;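 note: 0% = plate median of compound wells and 100% = 10 µM Aha-Tn7 peptide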
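Also added: labelled Tn7 tracer, 0.1 µM; Assay system: human fibrin DD(E) protein; Amount: 2 µM fibrin DD(E); Schedule: 10 min compound pre-incubation, 3 h probe incubation at room temperature; Repeats: one replicate per compound; Read-out basis: percent inhibition; Measured by: fluorescence polarization of the labelled Tn7 tracer.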
LEDGF integ inh: blocks HIV-1 LEDGF/p75-dependent DNA integration; inhibition, % at 3.7 µM; 0.64% of 370,000 active; TR-FRET IN-LEDGF/p75 DNA integration, Eu/Cy5;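 active = inhibition above the screen-wide mean plus 3 SD, cut at about 13% in these data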;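 note: signal is the Cy5 over europium emission ratio at 671 and 618 nm; 0% = plate median of compound wells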
PG9 binder: small molecules binding HIV-1 gp120 antibody PG9 | TR-FRET gp120-PG9 antibody binding | AID 624416 | 0.43% of 360,000 active | inhibition, % at 6.7 µM; in the data active = inhibition above about 8.5%
SIAE primary: blocks human sialic acid acetylesterase; SIAE FP-Rh probe binding, fluorescence polarization; inhibition, % at 9.66 µM; 0.69% of 370,000 active;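 active = inhibition above a cutoff: mean of compounds within the control limits plus 3 SD of those, cut at about 17% in these data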;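 note: 0% = plate median of compound wells and 100% = probe without SIAE protein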
TCR-CD3 inh: blocks the human TCR-CD3 interaction; inhibition, % at 9.4 µM; 0.37% of 360,000 active; TAMRA-labeled TCR probe fluorescence, biochemical; in the data active = inhibition above about 19%;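 note: recombinant mutant TCR 2C K166C tagged with TAMRA read by polarization; 0% = receptor in buffer alone and 100% = receptor with positive control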
PRMT1 FP inh: blocks human protein arginine methyltransferase 1; inhibition, % at 2.79 µM; 1.3% of 370,000 active; Q99873; recombinant PRMT1, activity-based probe fluorescence polarization;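 active = inhibition above about 21% made by adding two undisclosed values, limit read from the data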
Target sequence (Q99873 whole entry, looked up): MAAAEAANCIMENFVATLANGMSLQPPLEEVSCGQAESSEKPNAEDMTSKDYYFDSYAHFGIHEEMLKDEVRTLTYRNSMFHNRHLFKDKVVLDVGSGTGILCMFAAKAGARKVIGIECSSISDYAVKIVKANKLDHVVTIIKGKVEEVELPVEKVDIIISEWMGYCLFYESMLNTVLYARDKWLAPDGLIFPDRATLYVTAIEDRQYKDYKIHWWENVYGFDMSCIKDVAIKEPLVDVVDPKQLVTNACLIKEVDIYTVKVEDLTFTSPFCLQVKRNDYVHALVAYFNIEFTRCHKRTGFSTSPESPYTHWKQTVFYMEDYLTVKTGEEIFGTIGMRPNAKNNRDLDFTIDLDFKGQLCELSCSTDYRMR
HTRA1 inhibitor: HTRA1 (human) protease inhibition | Q92743 | recombinant HTRA1, FP-rhodamine activity-based probe, fluorescence polarization | inhibition, % at 5.96 µM | 0.5% of 340,000 active | AID 504803; in the data active = inhibition above about 36%;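 note: 0% = enzyme with DMSO and 100% = wells lacking enzyme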
mABHD4 FP: inhibitors of mouse ABHD4; Q8VD66; purified mABHD4, FP-Rh probe fluorescence polarization; inhibition, % at 8.92 µM; 0.54% of 370,000 active; AID 720543;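 active = inhibition exceeding the mean over every tested compound plus 3 SD, cut at about 30% in these data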;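 note: 0% = plate median of compound wells and 100% = S159A mutant with DMSO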
Target sequence (Q8VD66 whole entry, looked up): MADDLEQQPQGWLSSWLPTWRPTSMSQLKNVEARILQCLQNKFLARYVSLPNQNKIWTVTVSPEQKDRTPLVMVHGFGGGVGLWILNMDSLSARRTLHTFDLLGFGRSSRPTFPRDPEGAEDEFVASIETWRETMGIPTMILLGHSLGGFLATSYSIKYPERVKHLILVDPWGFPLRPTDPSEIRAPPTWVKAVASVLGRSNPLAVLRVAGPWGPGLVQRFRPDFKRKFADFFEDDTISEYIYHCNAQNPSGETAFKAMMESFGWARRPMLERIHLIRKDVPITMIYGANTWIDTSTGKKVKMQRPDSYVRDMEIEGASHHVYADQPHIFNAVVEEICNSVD
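Test system: mouse ABHD4 enzyme, wild type. Reagent: FP-Rh fluorescent activity-based probe, added after compound pre-incubation. Timing: pre-incubation 45 min, probe exposure 60 min, at 25 °C. Technique: FP readout, ex 525 nm / em 598 nm. Benchmarks: high control S159A mutant with DMSO, low control median of compound wells.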
TDP2 absorb: blocks human TDP2 phosphodiesterase activity. O95551. inhibition, % at 12.8 µM. 0.34% of 370,000 active. AID 720702. recombinant TDP2, T5PNP hydrolysis, p-nitrophenol absorbance 415 nm;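 active = inhibition above the mean of all tested compounds plus 3 SD, set per campaign, cut at about 25% in these data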;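 note: 0% = DMSO with enzyme and 100% = buffer with substrate but no TDP2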
Target sequence (O95551 whole entry, looked up): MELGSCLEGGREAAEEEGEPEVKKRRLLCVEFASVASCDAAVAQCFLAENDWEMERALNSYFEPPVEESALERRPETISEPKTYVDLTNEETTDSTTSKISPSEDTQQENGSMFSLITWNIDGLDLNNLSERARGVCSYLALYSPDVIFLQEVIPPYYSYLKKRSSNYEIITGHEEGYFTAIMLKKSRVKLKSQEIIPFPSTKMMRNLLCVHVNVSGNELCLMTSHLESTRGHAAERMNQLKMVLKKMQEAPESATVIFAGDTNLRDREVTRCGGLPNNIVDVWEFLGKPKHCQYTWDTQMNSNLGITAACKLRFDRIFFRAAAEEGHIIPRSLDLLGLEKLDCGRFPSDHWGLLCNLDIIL
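System – recombinant human TDP2 · Amount – 120 nM TDP2 per well · Buffer or medium – Mg2+-containing Tris-HCl buffer, pH 7.5 · Reagent – T5PNP substrate, 5 mM · Dosing – 12.8 µM single point, 1% DMSO · Incubation – 2 h at 37 °C · Measured by – epi absorbance · Read-out basis – percent inhibition · Benchmarks – high control without enzyme, low control DMSO plus TDP2 · Repeats – singlicate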
Starred values were filed as active, the others as inactive; · = not tested or not shown.

SMILES | UHRF1 binding | Tn7 DDE FP | LEDGF integ inh | PG9 binder | SIAE primary | TCR-CD3 inh | PRMT1 FP inh | HTRA1 inhibitor | mABHD4 FP | TDP2 absorb
CC1(C(=O)NS(=O)(=O)C2CC2)CCN(C(=O)c2ccc3ccccc3n2)C1 (stereo not given) | -3 | 2 | -1 | -0.2 | 3 | -3 | 3 | · | 7 | 8
COC(=O)c1ccc(-n2c(C)nc(=O)c(-c3ccccc3)c2C)cc1 | -2 | 2 | -4 | -0.9 | -5 | 1 | -3 | -1 | 4 | 6
c1ccc(CCNc2ccc3c(c2)Cc2ccccc2-3)nc1 | 1 | 5 | -3 | -7.0 | 5 | 5 | 3 | 14 | 6 | 0
NS(=O)(=O)c1cccc(NC(=O)CC2(CC(=O)O)CCCC2)c1 | 0 | 4 | 2 | -0.2 | 36* | 2 | -2 | 2 | 4 | 4
CCCOc1ccc(-c2c(C(=O)N/N=C/c3ccco3)nnn2-c2nonc2N)cc1 | -3 | 3 | -3 | -0.7 | -1 | -6 | -2 | -3 | -13 | 16
C=CCn1c(SCC(=O)N(CC)c2c(N)n(Cc3ccccc3)c(=O)[nH]c2=O)nnc1-c1ccccc1OC | -3 | -3 | -2 | 0.7 | 10 | 8 | -14 | -5 | 12 | -2
O=C(Nc1ccc(Cl)cc1)Nc1ccc(N2CCCC2)c(S(=O)(=O)Nc2ccccc2Cl)c1 | 0 | 4 | 0 | 0.5 | 9 | -4 | 0 | -10 | -16 | 5
CCOc1ccc(CCNC(=O)C2CCN(S(=O)(=O)N3CCOCC3)CC2)cc1OCC | -1 | 2 | -1 | -1.4 | 2 | 5 | -2 | 1 | -5 | 7
COc1ccccc1OCCC(=O)NNC(=O)c1ccccc1F | -5 | -4 | 0 | 0.1 | -1 | -2 | -3 | 2 | -1 | 3
COc1ccc(S(=O)(=O)N(CCc2ccccc2)CC(=O)N/N=C/c2ccc3c(c2)OCO3)cc1 | -2 | -5 | -2 | -1.4 | -3 | 6 | 1 | -11 | 1 | -9
COC(=O)c1cccc(NC(=O)c2cccc(-n3cnnn3)c2)c1 | 3 | 5 | 3 | -0.2 | -2 | -8 | 3 | 1 | -2 | 1
CC(C)N1CC(C(=O)Nc2cccc([N+](=O)[O-])c2)CC1=O (stereo not given) | 2 | 4 | 5 | -2.9 | -1 | 7 | -4 | 0 | 0 | -9
O=C(CCc1ccccc1-c1ccccc1CCNC(=O)c1ccccc1)NCc1ccccc1 | -1 | 1 | 4 | · | 2 | · | 2 | · | -1 | -3
CSCCC(NC(=O)c1ccccc1Cl)C(=O)NCC(c1ccc(F)cc1)N1CCOCC1 (stereo not given) | 0 | -4 | 2 | -2.1 | -6 | -8 | -1 | 4 | -3 | -9
O=C(/C=C/c1ccc(F)cc1)Nc1ccc2[nH]c(=O)[nH]c2c1 | -3 | -2 | 3 | 1.3 | 7 | 2 | -3 | -1 | 3 | 9
COC(=O)c1ccc(/C=N/N2CCN(Cc3ccc(Cl)cc3)CC2)cc1 | -2 | 2 | -5 | -0.4 | 3 | 4 | 1 | · | -1 | 9
CC1CCCCN1S(=O)(=O)c1ccc([N+](=O)[O-])cc1 (stereo not given) | -1 | -5 | 1 | -1.1 | 2 | -5 | 3 | -4 | 3 | 3
CNC(=O)c1ccsc1NC(=O)c1sc2ccccc2c1Cl | 0 | 2 | -1 | -1.0 | -93 | 1 | 3 | -116 | -42 | -6
O=C(NCc1ccccc1)/C(=C/c1ccco1)NC(=O)c1ccco1 | -3 | -5 | 4 | 0.7 | 5 | -2 | -1 | 2 | 0 | -8
O=C(c1cccnc1Nc1ccc2c(c1)CCC2)N1CCOCC1 | 2 | 7 | 2 | -1.9 | -1 | 2 | 1 | 6 | -6 | -9
O=C(Nc1ccc2c(c1)C(=O)NC2=O)c1ccccc1 | -1 | 1 | 4 | 0.6 | 0 | 7 | -2 | -8 | 0 | -10
CCOC(=O)C(C)OC(=O)C1=C(C)NC(=O)NC1c1ccc2c(c1)OCO2 (stereo not given) | 4 | -13 | 0 | -2.6 | -3 | 1 | -3 | 11 | 7 | -1
COc1cc(NS(=O)(=O)c2ccc(NC(=O)c3ccc(C)o3)cc2)nc(OC)n1 | 0 | 3 | 1 | -0.1 | -2 | 5 | -1 | 1 | -1 | -2
C#CCN(C)CC/C=C1\c2ccccc2CSc2ccccc21 | 5 | -11 | 5 | -1.5 | -3 | -11 | -1 | -12 | -3 | -7
CC(=O)N(CCC1(C(C)C)CCOC(C)(C)C1)Cc1ccco1 (stereo not given) | -2 | 5 | 1 | 2.4 | -1 | -8 | 1 | -2 | 6 | 3
Cc1sc(NC(=O)CSc2nnc(-c3ccc(F)cc3)o2)c(C#N)c1C | -1 | 3 | -1 | 0.3 | -5 | -3 | 2 | -10 | -4 | 4
COc1ccc2nc3c(c(-c4ccccc4)c2c1)CCC3 | 0 | -1 | 0 | 0.9 | -1 | 7 | 3 | -22 | -1 | -3
Cn1c(=S)c2[nH]c(SCC3CCCO3)nc2n(C)c1=O (stereo not given) | -4 | -3 | 0 | -2.7 | 1 | 4 | -4 | 2 | 4 | 4
Cc1cc(C)cc(NC(=O)C2CCCN2C(=O)Oc2ccccc2)c1 (stereo not given) | 3 | 3 | 3 | 0.3 | 4 | -5 | -2 | -2 | -1 | -9
Cc1nn(Cc2cccc(Oc3ccccc3)c2)c(C)c1NC(=O)NC12CC3CC(CC(C3)C1)C2 | 1 | 5 | 0 | -0.5 | 0 | 0 | 0 | 1 | 3 | 4
CCOc1ccc(S(=O)(=O)Nc2ccncc2)c(C)c1C | -2 | 3 | 2 | 1.4 | 12 | 10 | -2 | 2 | -1 | 3
Cn1c(O)c(N=NC(=O)Cn2c(C(F)(F)F)nc3ccccc32)c2ccccc21 | -1 | 1 | -1 | 0.1 | 1 | 7 | 0 | 4 | 5 | 7
Cc1oc2c(c(C)cc3oc(=O)c(CC(=O)N[C@@H](CCCNC(N)=O)C(=O)O)c(C)c32)c1C | -6 | -1 | 0 | 1.1 | 17 | 1 | -1 | -4 | 0 | -4
CCOc1ccc(-c2nc(C#N)c(N3CCCCCC3)o2)cc1 | -2 | -4 | 1 | 1.7 | -1 | -5 | 1 | -17 | 10 | 6
CN(C)/C=N/C(=S)Nc1ccc(Cl)c(Cl)c1 | -4 | 4 | 0 | 0.2 | -6 | 9 | 0 | 4 | 1 | 8
CCCCC(=O)Nc1cccc(NC(=S)NC(C)=O)c1 | -5 | -5 | -1 | -1.5 | -1 | 7 | -2 | 5 | 0 | 6
COc1ccc(C(C(=O)NC2CCCCC2)N(C(=O)c2sc(C)nc2C)c2ccccc2)cc1 (stereo not given) | -5 | 5 | -2 | 1.2 | 2 | 4 | -4 | 0 | 6 | -2
CC(C)n1c(CN(C)c2ccccc2)nc2ccccc21 | -2 | 3 | -4 | -1.9 | 0 | 6 | 4 | 0 | 0 | -8
O=C(N/N=C/c1ccc([N+](=O)[O-])o1)c1ccccc1NS(=O)(=O)c1cccs1 | -5 | -8 | 6 | -3.1 | 11 | 15 | 4 | 20 | 27 | -9
COc1ccc(Cc2nnc(NC(=O)C(C)(C)C)s2)cc1 | -3 | -2 | 1 | -0.2 | -2 | 4 | -3 | 0 | -4 | 7
COC(=O)C1CCN(C(=O)NC2CCCCC2)CC1 | 0 | -1 | 0 | -1.3 | -7 | -1 | -2 | 1 | 0 | -1
C[C@H]1CN(CCc2ccccc2)C(=O)[C@@H]1CC(=O)Nc1ccccc1 | -1 | -7 | 0 | 1.6 | 1 | 7 | -7 | -4 | 1 | 2
C#CCSc1ncc(S(=O)(=O)c2ccccc2)c(=O)[nH]1 | -2 | 8 | -2 | -1.2 | 2 | 7 | 4 | 0 | 1 | 6
Cc1ccccc1C(=O)O/N=C1\CCS(=O)(=O)c2sccc21 | -3 | 3 | -4 | 0.7 | -3 | 2 | -1 | -7 | 3 | 5
Cc1ccc(/C=C(\NC(=O)c2ccccc2)C(=O)NCC2CCCO2)o1 (stereo not given) | -2 | 3 | 0 | -2.6 | 1 | 3 | 7 | 2 | 9 | 8
CCCCN(CCCNC(=O)C1CCN(S(=O)(=O)N2CCOCC2)CC1)Cc1ccccc1 | 2 | -4 | 2 | 1.1 | -2 | 0 | -3 | -4 | -2 | 3
C=C(C)c1cccc(C(C)(C)NC(=O)N2CCOCC2)c1 | -1 | -5 | -1 | -0.9 | 1 | 4 | -1 | 5 | 1 | -1
Cc1ccc(N2C(=O)C3CCC(C)(C2=O)C3(C)C)cc1C (stereo not given) | -2 | -1 | -2 | -1.7 | -3 | 9 | -1 | 0 | -2 | 6
CCOc1ccc(NC(=O)C2CCN(S(=O)(=O)CC)CC2)cc1 | 0 | 4 | 0 | -1.5 | -7 | 1 | 3 | -1 | 3 | 5
O=C(c1ccccc1)c1ccc(-c2ccccc2C(=O)NC2CCCCN(Cc3ccc(Cl)cc3)C2=O)cc1 (stereo not given) | 0 | 3 | -5 | · | 1 | · | -4 | · | 9 | 15

Complete entries, looked up by structure. Order of values: UHRF1 binding	Tn7 DDE FP	LEDGF integ inh	PG9 binder	SIAE primary	TCR-CD3 inh	PRMT1 FP inh	HTRA1 inhibitor	mABHD4 FP	TDP2 absorb
`Cc1ccc(N2C(=O)C3CCC(C)(C2=O)C3(C)C)cc1C` (stereo not given) as listed: -2	-1	-2	-1.7	-3	9	-1	0	-2	6
`C[C@H]1CN(CCc2ccccc2)C(=O)[C@@H]1CC(=O)Nc1ccccc1` as listed: -1	-7	0	1.6	1	7	-7	-4	1	2
`Cc1ccccc1C(=O)O/N=C1\CCS(=O)(=O)c2sccc21` as listed: -3	3	-4	0.7	-3	2	-1	-7	3	5

Continued.
SMILES | UHRF1 binding | Tn7 DDE FP | LEDGF integ inh | PG9 binder | SIAE primary | TCR-CD3 inh | PRMT1 FP inh | HTRA1 inhibitor | mABHD4 FP | TDP2 absorb
Cc1ccc(C(=O)CCC(=O)NCc2ccccc2)cc1 | -2 | 2 | 2 | 1.4 | 6 | -2 | -1 | 1 | -3 | 9
Cc1ccc(NC(=O)C(C)Sc2n[nH]c(CNc3ccccc3)n2)cc1 (stereo not given) | 1 | -8 | 3 | -0.7 | 0 | 4 | -1 | -10 | 0 | -8
N#CC(c1ccc(O)cc1)N1CCOCC1 (stereo not given) | -3 | -6 | -1 | -0.6 | -5 | 3 | 0 | 6 | 2 | 0
Nc1nc(SCCO)[nH]c(=O)c1NC(=O)c1ccccc1F | 3 | -1 | 9 | -2.2 | -5 | -1 | -1 | 5 | -10 | 3
O=C(CSc1nnnn1C1CCCCC1)NCc1ccccc1 | -1 | 10 | -3 | -0.6 | 0 | 4 | 1 | 5 | 3 | 1
O=C(Cc1ccc(NC2=NC3CS(=O)(=O)CC3S2)cc1)NCc1ccc(Cl)cc1 (stereo not given) | 2 | -9 | 6 | -0.3 | -6 | -2 | -5 | 2 | -4 | -16

Compound activity from PubChem BioAssay.
